Compound activity from PubChem BioAssay.
CHT block = human CHT choline transport inhibition; CHT-expressing cells, membrane potential dye, choline response; stronger effect = lower value; Q9GZV3; B-score at 10 µM; actives 0.86% (n = 310,000); AID 488975;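 active means B-score over 3 SD under the library average, and starting fluorescence ratio not unusually high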;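 further: choline stimulus applied at its EC90 after an EC20 pre-addition; B-score computed on integrated fluorescence ratio after choline addition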
Target sequence (Q9GZV3 whole entry, looked up): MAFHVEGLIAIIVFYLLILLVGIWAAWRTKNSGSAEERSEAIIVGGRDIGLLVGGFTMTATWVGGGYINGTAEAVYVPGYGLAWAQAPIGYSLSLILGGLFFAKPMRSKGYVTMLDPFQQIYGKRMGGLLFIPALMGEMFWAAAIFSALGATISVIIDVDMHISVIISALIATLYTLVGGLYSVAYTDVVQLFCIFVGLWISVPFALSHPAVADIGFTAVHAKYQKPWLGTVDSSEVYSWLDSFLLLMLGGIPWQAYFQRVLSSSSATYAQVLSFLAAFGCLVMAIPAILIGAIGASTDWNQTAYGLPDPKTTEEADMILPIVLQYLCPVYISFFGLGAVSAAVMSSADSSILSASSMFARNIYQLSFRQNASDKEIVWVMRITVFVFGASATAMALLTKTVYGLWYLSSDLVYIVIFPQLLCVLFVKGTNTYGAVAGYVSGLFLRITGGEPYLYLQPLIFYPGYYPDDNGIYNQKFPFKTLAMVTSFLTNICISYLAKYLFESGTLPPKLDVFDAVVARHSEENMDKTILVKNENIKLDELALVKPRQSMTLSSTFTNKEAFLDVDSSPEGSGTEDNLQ
Kir21 inh = Kir2.1 (mouse) channel inhibition; P35561; HEK293-Kir2.1, FluxOR thallium flux fluorescence; stronger effect = lower value; B-score at 10 µM; actives 0.85% (n = 310,000); AID 1672;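 active means fluorescence ratio B-score at or below minus 3 SD of library scores, with starting-brightness B-score within 2 SD, cut at about -4.2 in these data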;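 further: channel flux triggered by added potassium and thallium sulfate stimulus; B-score of peak minus minimum fluorescence over baseline after thallium stimulus; more negative B-score means stronger Kir2.1 block with less thallium influx; some compounds called inactive have numbers as strong as hits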
Target sequence (P35561 whole entry, looked up): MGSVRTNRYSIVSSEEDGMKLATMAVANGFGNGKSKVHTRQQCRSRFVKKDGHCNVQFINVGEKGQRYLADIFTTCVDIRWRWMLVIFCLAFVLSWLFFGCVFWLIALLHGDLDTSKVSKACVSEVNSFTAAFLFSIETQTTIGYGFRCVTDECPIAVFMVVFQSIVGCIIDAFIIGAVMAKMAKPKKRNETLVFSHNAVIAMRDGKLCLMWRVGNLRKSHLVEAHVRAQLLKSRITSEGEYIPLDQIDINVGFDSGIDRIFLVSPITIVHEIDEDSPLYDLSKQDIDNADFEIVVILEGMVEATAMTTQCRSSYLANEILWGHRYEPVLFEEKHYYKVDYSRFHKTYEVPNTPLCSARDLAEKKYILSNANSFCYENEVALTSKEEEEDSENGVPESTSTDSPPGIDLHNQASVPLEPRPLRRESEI
Starred values were filed as active, the others as inactive; i = inactive; . = not tested or not shown.

Molecule	CHT block	Kir21 inh
CS(=O)(=O)NC1c2cccc3cccc(c23)C1N1CCOCC1 (stereo unspecified)	i	-1.1
COc1ccc(N2C(=O)C(=O)/C(=C(/O)c3ccc(C)cc3)C2c2cccnc2)cc1 (stereo unspecified)	i	0.04
Cc1noc(N)c1C(=O)Nc1ccc(C(C)(C)C)cc1	i	-0.83
O=C(O)CN(c1ccccc1)S(=O)(=O)c1cc(C(F)(F)F)cc(C(F)(F)F)c1	i	-0.08
CCN(CC)S(=O)(=O)c1ccc(NS(=O)(=O)c2ccc(C)c(C)c2)cc1	i	-0.12
COc1ccc(-c2[nH]ncc2/C=N\NS(=O)(=O)c2ccccc2)cc1OC	i	-0.4
Cc1ccc(-c2cc(=O)c3ccc(F)cc3[nH]2)cc1	i	0.05
Cc1ccc2nc3c(cc2c1)CN(Cc1ccco1)C(=NCC1CCCO1)S3 (stereo unspecified)	i	1.1
CC(C)Oc1ccc(C(CC(=O)NCc2ccco2)c2ccccc2)cc1 (stereo unspecified)	i	0.09
CCNc1nc(SCCOc2ccccc2)nc(N(C)C)n1	i	-0.76
CCOc1ncccc1C(=O)OC(C)C(=O)NC(=O)NC1CCCCC1 (stereo unspecified)	i	0.82
CCc1ccc(CNC(=O)CCC(=O)N2Cc3cccc(OC)c3Oc3ncccc32)cc1	i	0.38
COc1cc(Nc2cc(C)nc3nc(C)nn23)cc(OC)c1OC	i	-0.87
Cc1ccc(S(=O)(=O)N(CC(=O)O)c2ccc(Cl)c(C(F)(F)F)c2)cc1	i	-0.11
COc1cccc(C(N)=O)c1	i	-0.3

Exported field by field: entries from further up
> CCNc1nc(SCCOc2ccccc2)nc(N(C)C)n1
  CHT block = i; Kir21 inh = -0.76
> CCOc1ncccc1C(=O)OC(C)C(=O)NC(=O)NC1CCCCC1 (stereo unspecified)
  CHT block = i; Kir21 inh = 0.82
> CCc1ccc(CNC(=O)CCC(=O)N2Cc3cccc(OC)c3Oc3ncccc32)cc1
  CHT block = i; Kir21 inh = 0.38

New compounds follow.
Molecule	CHT block	Kir21 inh
Cc1ccc(S(=O)(=O)N2CCCCC2)cc1C(=O)N1CCCC1	i	0.05
CC(=O)Nc1c(C)nn(-c2ccc(C)c(C)c2)c1C	i	-0.77
COCc1c(C(=O)OCC(=O)N2c3ccccc3CC2C)oc2ccccc12 (stereo unspecified)	i	-0.22
O=C(Cn1nnc(-c2cccs2)n1)N1CCOCC1	i	0.16
NS(=O)(=O)c1ccc(CNC(=O)c2cc(=O)c3ccccc3o2)cc1	i	-0.48
COc1cc(NC(=O)COC(=O)c2ccc(C)c(S(=O)(=O)N3CCCCC3)c2)c(C)cc1[N+](=O)[O-]	i	-0.13
CCCc1nc2ccc(NC(C)=O)cc2c(=O)n1Cc1cccc(Cl)c1	i	-1.2
Cc1ccc(CSCC(=O)N2CCOCC2)cc1	i	-2.3
O=C(CN1C(=O)C2C3C=CC(C3)C2C1=O)NCc1ccco1 (stereo unspecified)	i	-0.77
CCOc1ccc(N2C(=O)/C(=C/c3ccccc3)N=C2SC)cc1	i	0.36
CCN(CC)c1ccc(-c2nc3cnccn3c2NC2CCCC2)cc1	i	0.45
CCC(C)[C@H](NC(=O)[C@@H]1CSC2c3ccccc3C(=O)N21)C(=O)NCc1ccncc1 (stereo partly specified)	i	1.7
O=C(c1ccco1)c1coc2c1cc(O)c1ccccc12	i	-0.18
COc1ccc(N2CCC(CNC(=O)Nc3ccc(C)c(C)c3)C2)cc1 (stereo unspecified)	i	-1
C=CCNc1sc(C(=O)c2cccs2)c(N)c1C#N	i	-0.13
CN(CC(=O)Nc1cccc(F)c1)C(=O)CCCn1c(=O)oc2ccccc21	i	-0.08
Cc1cc(C(=O)OCC(=O)N2c3ccccc3NC(=O)C2(C)C)c(C)n1-c1ccccc1	i	-2.2
O=S(=O)(c1ccc(F)cc1)N1CCN(c2ccc(-c3ccccc3)nn2)CC1	i	1.4
N/C(=N\OC(=O)c1ccccc1)c1ccn[nH]1	i	-0.2
O=c1cc(CO)oc(C(Nc2ccccn2)c2ccccc2Cl)c1O (stereo unspecified)	i	0.7
Cc1[nH]c(=O)c(C#N)cc1-c1ccncc1	i	-0.55
CC(=O)CCC(=O)N1CCCC(N2CCN(c3cccc(Cl)c3)CC2)C1 (stereo unspecified)	i	-0.7
CCOC(=O)c1ccc(NC(=O)c2ccccc2[N+](=O)[O-])cc1	i	-2
O=C(CN(Cc1ccccc1)C(=O)CNS(=O)(=O)c1ccc(F)cc1)NCC1CCCO1 (stereo unspecified)	i	-0.68
O=C(NC12CC3CC(CC(C3)C1)C2)c1cncc(O)c1	i	-0.73
O=C(c1cc2ccccc2o1)N1CCC(N2CCC(C(=O)N3CCCC3)CC2)CC1	i	-0.24
COc1ccc2ccccc2c1/C=N\NC(=O)c1cccnc1	i	1.7
CCOc1ccc(C(=O)NC(=S)Nc2cccnc2)cc1	i	0.91
N#Cc1cccc(-c2nnc(SCc3ccccc3C#N)o2)c1	i	-0.68
COC(=O)[C@@H](NC(=O)NC1CCCc2ccccc21)C(C)C (stereo partly specified)	i	-0.2
O=C(O)c1cccc(N=NN2CCOCC2)c1	i	0.01
COc1ccc(OC)c(Nc2nc(-c3ccccc3O)nc3ccccc23)c1	i	-0.28
COC(=O)c1ccc(CNC(=O)c2ccc3oc(C(C)C)nc3c2)cc1	i	-0.85
O=c1c2ccccc2c2ccccc2c(=O)n1-c1ccccc1	i	-0.18
O=C(O)c1cc(S(=O)(=O)Nc2ccc(N3CCCCC3)cc2)ccc1Cl	i	-0.39
CC1CCCCC1NC(=O)Cn1nnc(-c2ccc(Cl)cc2)n1 (stereo unspecified)	-6.3*	-0.75
O=[N+]([O-])c1ccc2c(c1)ncn2-c1ccccc1	i	0.01
CC(OC(=O)c1cccs1)C(=O)NCc1ccco1 (stereo unspecified)	i	3
CCOC(=O)c1nn(-c2ccc3c(c2)CCN3C(C)=O)cc1O	i	0.28
O=C(Nc1ccccc1C(=O)O)c1cc(S(=O)(=O)N2CCCCCC2)ccc1Cl	i	0.45
CC(C)(C)CC(=O)Nc1ccc(S(=O)(=O)N2CCCC2)cc1	i	0.25
CN1CCc2c(n(CC(O)CN3CCN(CCO)CC3)c3ccccc23)C1=O (stereo unspecified)	i	-0.81
Cc1ccc2c(C)c(C(=O)N(Cc3ccc(N(C)C)cc3)C3CCS(=O)(=O)C3)oc2c1 (stereo unspecified)	i	-0.46
Nc1ncnc(NNC(=O)CNC(=O)c2c(F)cccc2Cl)c1[N+](=O)[O-]	i	2
CC1CCC(NC(=O)Cn2c(=O)oc3cc(S(=O)(=O)N4CCCC4)ccc32)CC1 (stereo unspecified)	i	-0.39
COc1ccc(C(=O)OCC(=O)Nc2ccc(F)c(F)c2)cc1OC	i	-0.61
O=C1CCC([N+](=O)[O-])C(c2ccc(Br)cc2)N1 (stereo unspecified)	i	-0.03
Cc1c(OC(C)C(=O)NCC2CCC(C(=O)O)CC2)ccc2c3c(c(=O)oc12)CCCC3 (stereo unspecified)	i	-0.32
CCN1CCSc2ccc(C(=O)NCc3cc(Br)ccc3OC)cc21	i	0.22
O=C(CCc1ccccc1)c1nnc(-c2ccccc2)o1	i	0.33
Cc1cc(NC(=O)COc2cccc([N+](=O)[O-])c2)no1	i	0.16
COc1ccc2c(c1)C1(C)CC(C)(C)N2C(=O)N1c1ccccc1 (stereo unspecified)	i	1
Cc1nn(-c2nc3ccccc3[nH]2)c(N)c1-c1ccccc1	i	-0.83
CCOc1ccc(CC(=O)Nc2sc(Cc3ccccc3)c(C)c2C(N)=O)cc1OCC	i	0.32
CCN(CCO)Cc1csc2ccc(Br)cc12	i	-0.79
CCn1c(CCCNC(=O)c2ccc(F)cc2)nc2ccccc21	i	-1.5
COc1ccccc1N=c1c2c([N+](=O)[O-])cc([N+](=O)[O-])cc2n(O)n1-c1ccccc1OC	i	1.5
N=c1c(S(=O)(=O)c2ccc(Cl)cc2)cc2c(=O)n3ccccc3nc2n1Cc1cccnc1	i	0.18
COc1c(N2CCN(C(=S)Nc3ccc(F)cc3)C(C)C2)c(F)cc2c(=O)c(C(=O)O)cn(C3CC3)c12 (stereo unspecified)	i	-0.19
Cc1[nH]c2ccccc2c1C(=O)CSc1cccc[n+]1[O-]	i	-0.01

Complete entries as entered above. Order of values: CHT block, Kir21 inh
O=C(CCc1ccccc1)c1nnc(-c2ccccc2)o1 as listed: i, 0.33
COc1c(N2CCN(C(=S)Nc3ccc(F)cc3)C(C)C2)c(F)cc2c(=O)c(C(=O)O)cn(C3CC3)c12 (stereo unspecified) as listed: i, -0.19
CCN1CCSc2ccc(C(=O)NCc3cc(Br)ccc3OC)cc21 as listed: i, 0.22

Back to the main list; the 2 compounds before the break are reprinted first.
Below each SMILES – CHT block	Kir21 inh
- COc1c(N2CCN(C(=S)Nc3ccc(F)cc3)C(C)C2)c(F)cc2c(=O)c(C(=O)O)cn(C3CC3)c12 (stereo unspecified)
    i	-0.19
- Cc1[nH]c2ccccc2c1C(=O)CSc1cccc[n+]1[O-]
    i	-0.01
- O=C(Nc1ccc(F)cc1)c1ccc(Br)c(S(=O)(=O)N2CCOCC2)c1
    i	-1.6
- Nc1nnnn1CC(=O)N/N=C/C=C/c1ccccc1
    i	0.85
- O=S(=O)(c1ccc(Br)cc1)N1CCCc2ccccc21
    i	-4.9*
- O=C(CSc1nnc(SCc2cccc3ccccc23)s1)N/N=C/c1c[nH]c2ccccc12
    i	0.08
- CCCOc1ccc(S(=O)(=O)N2CCN(C)CC2)c2ccccc12
    i	-1.9
- COc1ccc(CCNC(=O)COc2ccc(N(C)S(=O)(=O)c3ccc(Cl)cc3)cc2)cc1
    .	-5.9*
- CC(=O)CCc1ccc(OCCCCN2CCC(Cc3ccccc3)CC2)cc1
    i	-1.4
- CC(C)(C)c1ccc(S(=O)(=O)N2CCCCC2)cc1
    i	1.9
- COc1cccc(CN2C(=O)C(C)Oc3ccccc32)c1 (stereo unspecified)
    i	-1.3
- CCOC(=O)c1c(C)nc2sc(C(=O)Nc3ccccc3)c(N)c2c1-c1ccc(OC)cc1
    i	2
- Cc1ccccc1NC(=O)c1ccccn1
    i	-0.04
- CCCCn1c(CCNC(=O)CC)nc2ccccc21
    i	0.79
- CC(=O)c1ccc(N2CCN(C(=O)c3cccs3)C(C)C2)c(F)c1 (stereo unspecified)
    i	-0.75
- COc1ccc(C2NC(=O)NC(C)=C2[N+](=O)[O-])cc1OC (stereo unspecified)
    i	-0.05
- COc1ccc(NC(=O)C(Cc2ccccc2)n2cccc2)cc1OC (stereo unspecified)
    i	0.02
- NNC(=O)c1cccn(Cc2cccc(C(F)(F)F)c2)c1=O
    i	2.1
- CCOC(=O)/C=c1\s/c(=C\c2ccc3cc(OC)ccc3c2)c(=O)n1CC(=O)NCc1ccc2c(c1)OCO2
    i	-0.01
- Cn1c(=O)c2c(nc(NCCNC(=O)c3ccco3)n2Cc2ccc(Cl)cc2Cl)n(C)c1=O
    i	-1.2
- CC(C)(C)c1ccc(NC(=S)NCc2cccs2)cc1
    i	-1.2
- Cc1ccc(-c2cc(C(=O)O)c3cc(Br)ccc3n2)o1
    i	0.14
- C(=N\Nc1nc(-c2cccnc2)nc2ccccc12)/c1ccccc1
    i	0.56
- Cc1ccc(S(=O)(=O)N2CCN(C(=O)N3CCOCC3)C2c2ccc(N(C)C)cc2)cc1 (stereo unspecified)
    i	-0.48
- C=CCOC(=O)C1=C(C)NC(SCC(=O)Nc2nccs2)=C(C#N)C1c1ccc(Cl)cc1 (stereo unspecified)
    i	0.18
- CCN(CC(=O)Nc1ccccc1C(F)(F)F)C(=O)CN1C(=O)NC2(CCCCC2)C1=O
    i	0.77
- CCOC(=O)C(NC(=O)c1ccc(F)cc1)(Nc1nnc(C)s1)C(F)(F)F (stereo unspecified)
    i	0.47
- O=C(NCC1COc2ccccc2O1)C1C2C=CC3(CN(Cc4ccccc4Cl)C(=O)C13)O2 (stereo unspecified)
    i	-0.36
- COc1cccc(-c2noc(-c3ccc(Cl)nc3)n2)c1
    i	2.2
- Cc1[nH]n(-c2ccc(Cl)cc2)c(=O)c1C(=O)c1ccccc1
    -11*	0.97
- C=CCNC(=O)C1COc2ccccc2O1 (stereo unspecified)
    i	-1.6
- O=c1oc2ccc(Cl)cc2cc1-c1ccccc1
    i	0.01
- Cc1ccc(S(=O)(=O)N2CCN(C(=O)c3n[nH]c(=O)c4ccccc34)CC2)cc1
    i	-0.21
- O=C(CCN1C(=O)c2cccc3cccc(c23)C1=O)N1CCOCC1
    i	-0.21
- O=S(=O)(c1ccc(Cl)c(Cl)c1)N1CCc2nc3ccccc3n2CC1
    .	-0.41
- Cc1ccc(S(=O)(=O)NCc2ccco2)cc1C
    i	0.84
- CCOC(=O)c1ccc(NC2=CC(=O)C(=O)c3ccccc32)cc1
    i	0.91
- NC(=O)N\N=C/C=C/C=C/c1ccc(F)cc1
    i	1.7
- CCC(=O)N1CCN(c2ccccc2NC(=O)c2ccc([N+](=O)[O-])o2)CC1
    i	-1.8
- COc1cc(C(=O)NNC(=O)c2cc(=O)[nH]c3ccccc23)cc(OC)c1OC
    i	0.71
- O=C(c1cccc(Oc2ccc([N+](=O)[O-])cc2)c1)N1CCOCC1
    i	-0.88
- CC1(C)N=C(N)NC(Nc2ccccc2)=N1
    i	0.79
- O=C(OCn1nnc2ccccc2c1=O)C12CC3CC(CC(O)(C3)C1)C2
    i	0.28
- O=C(O)[C@H]1CCCC[C@H]1C(=O)Nc1ccc(Nc2ccccc2)cc1
    i	0
- CCC(=O)Nc1cccc(C2=NOC3(C2)C[C@H](C(N)=O)N(C(=O)c2ccc(Cl)cc2)C3)c1 (stereo partly specified)
    i	1.8

A few values from above:
Kir21 inh, O=C(NCC1COc2ccccc2O1)C1C2C=CC3(CN(Cc4ccccc4Cl)C(=O)C13)O2 (stereo unspecified) → -0.36
Kir21 inh, Cc1[nH]n(-c2ccc(Cl)cc2)c(=O)c1C(=O)c1ccccc1 → 0.97
